Source: PubChem BioAssay (several laboratories)
PG9 binder = binders of HIV-1 gp120 antibody PG9, primary screen, biochemical, TR-FRET; HIV-1 gp120 / PG9 antibody interaction; TR-FRET gp120-PG9 antibody binding; inhibition, % at 6.7 µM; 360,000 tested, 0.43% active; AID 624416, 2012; in the data active means inhibition above about 8.5%
NR1D1 modulator = modulators of Rev-erb alpha DNA binding, primary screen, biochemical, FITC-DNA, fluorescence polarization, uHTS; Nuclear receptor subfamily 1 group D member 1 (Homo sapiens), P20393; Rev-erbα–FITC-DNA binding, 90 min; activity, % at 10 µM; 370,000 tested, 0.79% active;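 active means activity above about 14%, limit read from the data; passing the limit was not always enough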;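 further: 0% = DMSO wells with 35 nM protein and 100% = DMSO wells with 750 nM protein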
NPR2 activator = human GC-B receptor activators, primary screen, HEK293 GC-B cells, cGMP TR-FRET, EC30 CNP; Atrial natriuretic peptide receptor 2 (Homo sapiens), P20594; 0% at EC30 CNP, 100% saturating CNP; activation, % at 10 µM; 370,000 tested, 0.11% active;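 active means activation at 10 µM reaching about 35% in either raw or pattern-adjusted values, limit read from the data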
GC-A act = GC-A stimulated cGMP production enhancers – HEK293 GC-A cells, cGMP TR-FRET, EC30 ANP, primary screen. Atrial natriuretic peptide receptor 1 (Homo sapiens), P16066. 0% at EC30 ANP, 100% saturating ANP. activation, % at 10 µM. 370,000 tested, 0.14% active. AID 1671463, 2021; in the data active means activation above about 40%
rCAG RNA binder = binders of r(CAG) RNA repeats, primary screen, biochemical, fluorescence. 370,000 tested, 1.3% active. r(CAG) RNA repeat, TO-PRO-1 dye displacement fluorescence. inhibition, % at 3 µM;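 active means inhibition above the plate cutoff, the mean of all test compounds on that plate plus 3 SD, cut at about 35% in these data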;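 further: 0% = DMSO alone and 100% = 100 µM mitoxantrone as full dye displacement; higher means more dye released from RNA so lower well fluorescence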
SMARCA2 act = SMARCA2 (BRM) function activators, primary screen, cell-based, luminescence, high throughput; MG213 cells, MMTV-luciferase reporter, dexamethasone, overnight; activation, % at 9.1 µM; 370,000 tested, 1% active; AID 652017, 2013; in the data active means activation above about 7.8%;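 further: 0% = vehicle wells and 100% = reference activator wells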
ABHD4 inh = ABHD4 inhibitors, primary screen, biochemical, fluorescence polarization, mouse; inhibition, % at 8.92 µM; AID 720543, 2013; (Lyso)-N-acylphosphatidylethanolamine lipase (Mus musculus), Q8VD66; 370,000 tested, 0.54% active; purified mABHD4, FP-Rh probe fluorescence polarization;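 active means inhibition exceeding the mean over every tested compound plus 3 SD, cut at about 30% in these data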;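 further: 0% = plate median of compound wells and 100% = S159A mutant with DMSO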
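Assay system: Wild-type mouse ABHD4 protein | Medium: HEPES pH 7.0 buffer, 150 mM NaCl, 0.01% Pluronic F-127 | Incubation: Enzyme–compound pre-incubation 45 min, then probe 60 min, both 25 °C | Technique: Fluorescence polarization with parallel and perpendicular emission, 525/598 nm | Evaluation: % inhibition of FP-Rh probe binding versus controls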
HTRA1 inh = HTRA1 serine protease inhibitors, primary screen, biochemical, fluorescence polarization, HTS | recombinant HTRA1, FP-rhodamine activity-based probe | inhibition, % at 5.96 µM | 340,000 tested, 0.5% active | AID 504803, 2011; in the data active means inhibition above about 36%;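 further: 0% = enzyme with DMSO and 100% = wells lacking enzyme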
Target sequence (Q92743 whole entry, looked up): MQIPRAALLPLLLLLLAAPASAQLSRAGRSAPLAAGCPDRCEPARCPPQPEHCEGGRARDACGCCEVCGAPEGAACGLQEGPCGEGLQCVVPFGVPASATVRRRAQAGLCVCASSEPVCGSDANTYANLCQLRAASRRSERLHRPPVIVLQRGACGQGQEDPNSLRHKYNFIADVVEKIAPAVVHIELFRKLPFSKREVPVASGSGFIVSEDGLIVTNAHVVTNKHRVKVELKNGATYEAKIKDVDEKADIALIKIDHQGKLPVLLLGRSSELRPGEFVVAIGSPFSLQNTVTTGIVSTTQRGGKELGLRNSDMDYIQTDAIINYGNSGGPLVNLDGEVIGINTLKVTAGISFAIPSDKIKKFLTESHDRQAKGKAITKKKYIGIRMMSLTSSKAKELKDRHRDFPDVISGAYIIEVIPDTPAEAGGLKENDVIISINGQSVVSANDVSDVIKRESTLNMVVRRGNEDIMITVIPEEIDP
ASAP1 inh = inhibitors of human ASAP1 ArfGAP activity, primary screen, biochemical, fluorescence polarization | ASAP1-stimulated ARF1 GTP hydrolysis, GDP FP detection | inhibition, % at 16.5 µM | 360,000 tested, 0.19% active | AID 624377, 2012; in the data active means inhibition above about 25%;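 further: 0% = vehicle with enzyme and substrate and 100% = no enzyme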
Target sequence (Q9ULH1 325-724 limits assumed): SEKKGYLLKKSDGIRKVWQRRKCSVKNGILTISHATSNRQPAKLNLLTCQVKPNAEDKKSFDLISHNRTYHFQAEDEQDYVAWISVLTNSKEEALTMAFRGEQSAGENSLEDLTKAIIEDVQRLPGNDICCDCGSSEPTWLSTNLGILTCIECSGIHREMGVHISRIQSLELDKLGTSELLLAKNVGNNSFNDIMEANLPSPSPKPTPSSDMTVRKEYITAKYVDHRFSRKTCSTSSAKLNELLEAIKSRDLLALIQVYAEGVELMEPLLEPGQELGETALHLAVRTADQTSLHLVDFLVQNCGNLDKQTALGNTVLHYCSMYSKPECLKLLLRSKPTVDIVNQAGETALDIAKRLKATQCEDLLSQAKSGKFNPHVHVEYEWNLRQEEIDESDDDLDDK
ARFGAP1 inhibitor = inhibitors of rat ARFGAP1 GAP activity, primary screen, biochemical, fluorescence polarization, GDP tracer; AID 651572, 2012; ADP-ribosylation factor GTPase-activating protein 1 (Rattus norvegicus), Q62848; Arfgap1-stimulated ARF1 GTP hydrolysis, GDP FP detection; inhibition, % at 16.5 µM; 360,000 tested, 0.26% active;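 active means inhibition above a per-plate limit, mean inhibition of low control wells plus 3 SD, cut at about 25% in these data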;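 further: 0% = DMSO wells with enzyme and 100% = wells lacking Arfgap1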
Target sequence (Q62848 1-136 limits assumed): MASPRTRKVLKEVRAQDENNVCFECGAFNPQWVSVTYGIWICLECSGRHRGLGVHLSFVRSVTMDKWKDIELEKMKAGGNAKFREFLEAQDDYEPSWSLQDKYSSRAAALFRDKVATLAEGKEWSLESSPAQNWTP
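Material: rat Arfgap1 catalytic domain, aa 1-136; also added: human ARF1(Δ1-17)-GTP substrate; compound dosing: one concentration, 16.5 µM, DMSO 1.26%; incubation: GTP hydrolysis reaction 2 h at 25 °C; measured by: Tracer-displacement fluorescence polarization with EDTA stop, 620/688 nm; evaluation: % inhibition from polarization; repeats: one replicate per compound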
Numbers without * were called inactive; / = not tested or not shown.

SMILES | PG9 binder | NR1D1 modulator | NPR2 activator | GC-A act | rCAG RNA binder | SMARCA2 act | ABHD4 inh | HTRA1 inh | ASAP1 inh | ARFGAP1 inhibitor
O=C1CCC/C(=N/NC(=O)c2ccc(CN3c4cccc5cccc(c45)S3(=O)=O)cc2)C1 | -2.7 | 1 | 6 | 1 | 16 | 2 | -12 | -5 | -1 | -1
Cc1ccc2sc(NNC(=O)c3cc(=O)c4ccccc4o3)nc2c1C | -1.2 | 0 | -4 | -3 | 75* | -1 | 41* | 70* | -4 | 10
CC1CCN(C(=S)c2ccccc2O)CC1 | -0.1 | -3 | 4 | 4 | 0 | -1 | -2 | 4 | -15 | -9
CC1(C(=O)NS(=O)(=O)c2cccs2)CCN1C(=O)c1cccc(F)c1 (stereo unspecified) | 0.5 | 2 | 0 | 3 | 0 | -3 | 9 | / | -1 | -6
COCCNC(=O)Cn1c(=O)oc2cc(S(=O)(=O)N3CC(C)CC(C)C3)ccc21 (stereo unspecified) | 0.3 | 0 | -2 | 3 | 5 | -2 | -4 | 2 | -7 | -2
CCOC(=O)C1CCCN(C(=O)c2ccc(OC)c([N+](=O)[O-])c2)C1 (stereo unspecified) | -0.8 | -1 | 10 | -2 | -2 | 3 | 5 | 4 | 5 | 10
O=C(OC1CCOC1=O)c1cc(-c2cccs2)nc2ccccc12 (stereo unspecified) | 1.4 | 0 | 8 | 51* | 10 | -1 | -9 | -8 | 9 | -12
CC(C)(C)C(=O)Cn1nnc(-c2ccc(C(F)(F)F)cc2)n1 | -2.3 | 1 | 4 | 2 | -2 | -3 | -2 | -5 | -9 | 5
CCn1ncc(C2=NOC(C(=O)Nc3c(C)nn(Cc4ccc(F)cc4)c3C)C2)c1C (stereo unspecified) | 1.2 | 3 | 3 | 5 | -3 | -3 | -11 | 1 | 8 | 2
COc1ccc(N2CC(O)=C(c3nc(-c4ccc(F)cc4)cs3)C2=N)cc1OC | -1.5 | 2 | -3 | 1 | 13 | 1 | 11 | 3 | 21 | 4
O=C(OCCOc1cccc(Cl)c1)c1ccc2ncsc2c1 | -2.0 | 3 | -4 | 2 | 1 | 1 | -22 | -42 | -12 | -3
CCc1nc(OCc2ccccc2)c2sc3nc4c(cc3c2n1)COC(C)(C)C4 | -3.7 | 7 | 4 | 7 | -1 | 2 | -1 | -2 | 4 | 0
Cc1ccc(NC(=S)NNS(=O)(=O)c2ccc3ccccc3c2)cc1Cl | -1.2 | -3 | -4 | 2 | 9 | -1 | -5 | -7 | -4 | 3
CC(=O)Nc1ccc(NC(=O)c2cc(-c3cc(C)cc(C)c3O)n[nH]2)cc1 | 0.8 | 3 | -1 | -6 | 13 | -3 | -24 | -13 | 9 | 10
O=C(/C=C/c1ccc(F)cc1)c1ccccc1Br | -1.4 | -5 | 3 | 6 | 1 | 3 | -3 | -12 | -19 | 9
O=C(Nc1ccc(Oc2ccccc2)cc1)c1csc([C@@H]2O[C@H](CO)[C@@H](O)[C@H]2O)n1 | -2.1 | 0 | 0 | 7 | 0 | -5 | 4 | / | -8 | 5
CCc1ccc(OCC(=O)NC2CC(C)(C)NC(C)(C)C2)cc1 | 1.4 | 2 | -2 | 3 | 2 | -3 | 8 | 6 | -1 | 0
CCOCCCNC(=O)CCCC1=NS(=O)(=O)c2ccccc2N1 | 1.5 | -4 | 2 | 2 | 1 | -5 | 1 | -6 | 7 | 1
CCCCCC(=O)Nc1cc(S(=O)(=O)N2CCOCC2)ccc1N1CCN(C)CC1 | -0.9 | -2 | -3 | 4 | -7 | 0 | 10 | 1 | 0 | 10
Cc1ccc(CNC(=O)C2CCN(S(=O)(=O)c3ccc4nc5c(c(C(=O)O)c4c3)CC(C)CC5)CC2)cc1 (stereo unspecified) | -0.1 | -1 | 0 | -4 | 52* | -3 | 7 | -4 | -1 | -5
CCOC(=O)Cc1c(C)nc2c(-c3ccccc3)c(C)nn2c1C | -1.2 | -7 | -4 | 0 | -3 | 12* | 0 | -1 | -15 | 13
CC(C)CC(=O)NC(=S)N(Cc1ccccc1)Cc1ccccc1 | -1.4 | 4 | -2 | -8 | -1 | 0 | -7 | -10 | -4 | -2
CSCCC(=O)N1CCCC(N(C)CCc2ccccc2)C1 (stereo unspecified) | 0.3 | 1 | 4 | -1 | -9 | 0 | 4 | 5 | 15 | 5
COc1ccc(/C=C(\NC(=O)c2ccc(Cl)cc2)C(=O)NCCCN2CCOCC2)cc1OC | 0.1 | 2 | 1 | -3 | -2 | 2 | 3 | 3 | -12 | 3
N#Cc1c(Cl)c(Cl)c2nnc(-c3ccc(Br)cc3)n2c1Cl | -4.1 | -2 | -2 | 15 | 44* | 1 | -11 | / | 10 | 5
Cc1cc(C)nc(-n2nc(C)cc2NC(=O)CN2CCCC(C)C2)n1 (stereo unspecified) | -0.4 | -2 | -2 | 3 | -5 | 3 | -12 | 1 | -3 | 1
O=C(OCC(=O)N1CCOCC1)c1ccc2[nH]c3c(c2c1)CCCC3 | -1.5 | -10 | 3 | 1 | 5 | 4 | 2 | 6 | 15 | 6
COc1ccc(NS(=O)(=O)c2ccc3oc(=O)c4[nH]c(=O)c(=O)n(C)c4c3c2)cc1 | -1.9 | -2 | -4 | 4 | 12 | 0 | 2 | -1 | -6 | -4
CCC(c1nnnn1CCOC)N1CCN(Cc2ccccc2OC)CC1 (stereo unspecified) | 0.6 | -2 | 0 | 1 | -8 | 0 | 9 | 2 | 3 | 8
CC(C)(C)C(=O)NC1CC2CCCC(C1)N2C(=O)Nc1ccccc1 (stereo unspecified) | -1.9 | -3 | -2 | 4 | -3 | 0 | 1 | -3 | 2 | -4
COc1ccc(CNC(=O)c2ccccc2SCC(=O)N2CCCC2)cc1OC | -1.6 | -5 | 5 | 1 | -2 | 3 | 0 | 3 | -5 | 0
Clc1ccccn1 | -0.9 | -2 | -10 | 4 | 1 | -4 | -4 | 6 | 2 | 4
CCn1c(C)c2c(C)nnc(C)c2c1C | -2.0 | 9 | 3 | 3 | 4 | -1 | 7 | 0 | -8 | -8
O=C(Nc1ccccc1)c1ccn[nH]1 | 2.2 | 2 | 3 | -3 | 1 | 6 | 8 | -1 | 3 | -4
O=C1/C(=C\c2ccc(O)c(O)c2)C(c2ccccc2)=NN1c1ccccc1 | 1.6 | 3 | -5 | 0 | 74* | -6 | 28 | 58* | 1 | -14
COc1ccccc1C1C(C(=O)c2ccc(C)o2)=C(O)C(=O)N1c1cc(C)on1 (stereo unspecified) | 6.0 | -3 | 1 | 2 | 8 | -3 | 4 | -2 | 19 | -4
CC(CCN1CCC(C(O)(c2ccccc2)c2ccccc2)CC1)Oc1ccc(Cl)cc1 (stereo unspecified) | / | -3 | -8 | -18 | 1 | -5 | 14 | / | / | /
CC(=O)OC1CCC2(C)C(COc3ccc4ccc(=O)oc4c3)C(C)(O)CCC2C1(C)C (stereo unspecified) | 1.3 | -5 | 0 | 1 | -3 | -1 | -27 | -15 | 0 | -12
COc1ccc(-c2nnc(SCC(=O)Nc3cccc4ccccc34)n2Cc2ccco2)cc1 | / | -2 | -1 | 0 | 9 | 1 | -7 | / | / | /
COc1cccc(N2[C@@H](CC(C)=O)c3cc(C(F)(F)F)ccc3S2(=O)=O)c1 | -3.0 | -9 | 5 | 0 | 1 | 1 | -4 | -5 | 1 | 1
COCCn1c(C)cc(C2=NNC(=Nc3ccccc3F)SC2)c1C | -0.7 | 0 | 3 | 6 | 15 | -12 | 13 | 6 | 0 | -5
COc1cccc(NC(=O)CN(C)C(=O)c2ccc3c(c2)CC(c2ccccc2)OC3=O)c1 (stereo unspecified) | 1.1 | -5 | 0 | -1 | 7 | 0 | 4 | -9 | 10 | -6
Cc1c(S(=O)(=O)Nc2cccc3ccccc23)c(=O)n(C)c(=O)n1C | -2.5 | 1 | 3 | 1 | -2 | 3 | 7 | 1 | 6 | -4
Cc1ccc(C)c(OCC(=O)Nc2ccc(S(=O)(=O)Nc3ccccn3)cc2)c1 | -1.3 | -1 | -3 | -3 | 11 | -3 | -9 | -11 | -7 | 3
COc1ccccc1NC(=O)Cn1cnc2sc(C(=O)Nc3cc(OC)c(OC)c(OC)c3)c(C)c2c1=O | -0.4 | 2 | -3 | -1 | 9 | -5 | -16 | -11 | -1 | -6
O=C(c1ccc(Cl)c(Cl)c1)N(Cc1ccco1)c1ccc(O)cc1 | 1.7 | 6 | -10 | -6 | 2 | -5 | -27 | -16 | -7 | 8
Cc1cccc(C(=O)NCCc2ccccc2)c1 | -1.5 | -1 | 1 | -2 | -2 | 11* | -1 | 4 | -16 | 8
CCCNS(=O)(=O)c1ccc(OC)c(Cl)c1Cl | -0.5 | -3 | -1 | -6 | -4 | -4 | -3 | 4 | 4 | 1
Cc1nn(C)cc1CNC(=O)c1ccccc1Br | 1.4 | -1 | 4 | -3 | -2 | -3 | 5 | 4 | -4 | 2
Cc1ccc2c(c1)CCCN2C(=O)c1cc2ccccc2oc1=O | -2.2 | -9 | -13 | -4 | -2 | -4 | -7 | -4 | -5 | -17
Cn1c(=O)c2cc(S(=O)(=O)NC(C(=O)NCc3ccccn3)c3ccccc3)ccc2n(C)c1=O (stereo unspecified) | -1.4 | -4 | 1 | 0 | 2 | -2 | -4 | 1 | -10 | -2

Reprinted from above, 4 compounds:
SMILES | PG9 binder | NR1D1 modulator | NPR2 activator | GC-A act | rCAG RNA binder | SMARCA2 act | ABHD4 inh | HTRA1 inh | ASAP1 inh | ARFGAP1 inhibitor
CCCNS(=O)(=O)c1ccc(OC)c(Cl)c1Cl | -0.5 | -3 | -1 | -6 | -4 | -4 | -3 | 4 | 4 | 1
Cc1nn(C)cc1CNC(=O)c1ccccc1Br | 1.4 | -1 | 4 | -3 | -2 | -3 | 5 | 4 | -4 | 2
Cc1ccc2c(c1)CCCN2C(=O)c1cc2ccccc2oc1=O | -2.2 | -9 | -13 | -4 | -2 | -4 | -7 | -4 | -5 | -17
Cn1c(=O)c2cc(S(=O)(=O)NC(C(=O)NCc3ccccn3)c3ccccc3)ccc2n(C)c1=O (stereo unspecified) | -1.4 | -4 | 1 | 0 | 2 | -2 | -4 | 1 | -10 | -2

This is a random part of the collection; about 4.4% have a hit in one of these screens.
